Large T inhibition: SV40 large T antigen inhibitors, biochemical (AID 1903); SV40 large T antigen ATPase/helicase inhibition assay; higher % means a stronger effect; inhibition, % at 20 µM, or IC50 in µM where a hit was titrated; hit rate 0.39% among 310,000; in the data active = a potency from the dose series; inconclusive = inhibition mostly from about 32% at the one dose, without a potency; inactive = the rest, 99 in 100 with inhibition below about 32%; note: strong numbers were not always called active
West Nile virus CPE: West Nile virus antiviral activity, cell-based, CPE readout (AID 1621). West Nile virus-infected cells, CPE inhibition; higher % means a stronger effect. CPE inhibition, % at 10 µM, or IC50 in µM where a hit was titrated. hit rate 0.02% among 290,000; in the data active = a potency from the dose series; inconclusive = CPE inhibition mostly from about 3.7% at the one dose, without a potency; inactive = the rest, 99 in 100 with CPE inhibition below about 2.2%; note: strong numbers were not always called active
T cell modulator: T cell immune modulation candidate; 2C CD8+ T cell-vesicle binding, flow cytometry; stronger effect = lower value; calls only at 7 µM; hit rate 0.068% among 330,000; AID 2052;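 active = response, share of CD8 T cells binding vesicles, and their 90th percentile fluorescence all below set limits, cut at about 80% in these data, passing the limit was not always enough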
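Assay system – 2C mouse CD8+ T cells · Also added – QL9-loaded Drosophila micro-vesicles · Timing – Cell–vesicle co-incubation 1.5 h at 37 °C, staining 20 min on ice · Signal – flow cytometry of vesicle-bound cells · Measure – percent CD8+ FL2 mean versus row control · Controls – Peptide-free naked vesicles (low) and QL9 vesicles with 0.7% DMSO vehicle (high)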
Rac1 GTP hydrolysis: MgcRacGAP GTPase-activating activity inhibitors, confirmation, biochemical, ADP Hunter fluorescence. MgcRacGAP-stimulated Rac1 GTP hydrolysis, ADP Hunter fluorescence; higher % means a stronger effect; GST-tagged Rac1 F28L mutant substrate. inhibition, % at 30 µM; hits with a dose series show IC50 in µM. hit rate 0.6% among 340,000. AID 624330;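 active = first-screen hits whose inhibition reached a set limit at any dose in the follow-up dose series; inconclusive = inhibition above the set first-screen limit but never retested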;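 note: fluorescence reports GDP produced by GAP-driven GTP hydrolysis; strong numbers were not always called active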
bCat nuc transl: alters nuclear translocation of beta-catenin in HeLa cells; immunofluorescence imaging; nuclear translocation activity, % at 5 µM; hit rate 0.3% among 190,000;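 active = nuclear translocation activity above 50% at 5 µM, with a well cell count of 50 or more; inconclusive = wells under 50 cells across six images, flagged as toxic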;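 note: per-cell ratio of nuclear to cytoplasmic median beta-catenin stain intensity; plate controls were DMSO negative control for no effect and GSK-3 inhibitor IX positive control for full effect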
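Technique: fluorescence imaging of beta-catenin antibody stain plus DAPI / Material: human HeLa cell line / Incubation: compound treatment 24 h, 37°C, 5% CO2 / Read-out basis: % activation of per-cell nuclear versus cytoplasmic median beta-catenin signal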
Myeloid diff 2: promotes myeloid progenitor differentiation; AID 624256; calls only at 10 µM; ER-HoxA9 myeloid progenitors, lysozyme-GFP differentiation, flow cytometry; hit rate 1% among 360,000;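 active = normalized GFP-positive differentiation at or above the plate's own cutoff, the solvent-only control mean plus 3 SD; inconclusive = no clear call, values can overlap the other calls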;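 note: cells exposed to compound for four days before flow analysis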
PhoP inhibition: PhoP-dependent GFP reporter repression – Salmonella Typhimurium, primary screen (AID 1863); S. Typhimurium PhoP-regulated promoter GFP reporter, 4 h; higher % means a stronger effect; inhibition, % at 50 µM, or IC50 in µM where a hit was titrated; hit rate 0.16% among 300,000;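 active = inhibition over 29.93%, a cutoff 3 SD above the screen mean, later confirmed by dose response; inconclusive = inhibition over 29.93% but no dose response follow-up; inactive = inhibition at most 29.93% or unconfirmed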;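 note: 0% = low Mg2+ inducing control and 100% = high Mg2+ repressing control; strong numbers were not always called active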
RSV CPE inhibition: inhibition of RSV-induced cytopathic effect – HEp-2 cells, primary 10 µM value included (AID 2391) | HEp-2 cells, RSV-induced CPE inhibition; higher % means a stronger effect | CPE inhibition, % at 10 µM; hits with a dose series show IC50 in µM | hit rate 0.13% among 310,000; in the data active = a potency from the dose series; inconclusive = CPE inhibition mostly from about 23% at the one dose, without a potency; inactive = the rest, 99 in 100 with CPE inhibition below about 21%; note: strong numbers were not always called active
WT yeast gro inh: growth inhibition of WT yeast, mitochondrial fusion screen; mitochondrial fusion phenotypic screen, WT strain; inhibition, % at 10 µM; hit rate 2.1% among 190,000; in the data active = inhibition above about 58%; tested in S. cerevisiae
WT yeast gro inh mutant strain: further read-out of WT yeast gro inh, marked with its call; inhibition, %; mitochondrial fusion phenotypic screen, mutant strain inhibition
bCat nuc transl cell count 5 µM: second read-out of bCat nuc transl, no call of its own (marks repeat the call); cell count; measured here: cell count, cytotoxicity flag
T cell modulator vesicle-bound %: second read-out of T cell modulator, no call of its own (marks repeat the call); double positive events, %; measured here: CD8+ vesicle-bound cell fraction;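 binding gate set so that unloaded-vesicle control wells show 10% double positive cells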
Myeloid diff 2 GFP+ MAC1+ %: second read-out of Myeloid diff 2, no call of its own (marks repeat the call); GFP+ MAC1+ double positive, %; measured here: differentiation confirmed by MAC1 staining
* = called active by the depositor; i = inactive; ? = inconclusive; . = no result given.

SMILES	Large T inhibition	West Nile virus CPE	T cell modulator	T cell modulator vesicle-bound %	Rac1 GTP hydrolysis	bCat nuc transl	bCat nuc transl cell count 5 µM	Myeloid diff 2	Myeloid diff 2 GFP+ MAC1+ %	PhoP inhibition	RSV CPE inhibition	WT yeast gro inh	WT yeast gro inh mutant strain
CCOc1ccc(CNC(=O)C2CCN(S(=O)(=O)c3ccc4c(c3)CCCC(=O)N4)CC2)cc1	17%	1.1%	i	7	-24%	.	.	i	0.6	-7%	11%	.	.
COc1ccc(NS(=O)(=O)c2ccc(NC(=O)c3ccc(CN4CCOCC4)cc3)cc2)cc1	11%	-1.9%	i	49	-2%	0.5	1474	i	0.2	1%	2.0%	6	2
CCN1C(=O)[C@@H]2[C@@H](c3ccc(-c4ccc(C(C)=O)cc4)cc3)N3CCC[C@@]3(C(=O)OC)[C@@H]2C1=O	4%	.	i	48	12%	.	.	i	0.6	.	3.0%	.	.
CCOc1ccc(Nc2nc(Nc3ccc(O)cc3)nc(C)c2[N+](=O)[O-])cc1	11%	-0.5%	i	61	3%	0.6	1566	i	0.1	-1%	2.6%	-3	6
O=C(c1ccco1)N1CCN(c2cc(=O)n(C3CCCCC3)c(=O)[nH]2)CC1	14%	0.3%	i	29	7%	-1.3	1374	i	0.8	-2%	-3.5%	9	7
CCC(C)(C)NC(=O)CN(C(=O)c1csnn1)c1cccc2c1CCCC2	7%	-0.8%	i	22	5%	0.0	1007	i	0.2	-4%	0.8%	-2	2
C=CCn1c(NCc2ccc(N(C)C)cc2)nc2ccccc21	3%	.	i	48	10%	3.1	1047	i	0.6	-3%	1.2%	-2	-4
c1ccc(N2CCN(c3nc4ccccc4n4cnnc34)CC2)cc1	7%	0.3%	i	44	0%	.	.	i	1.9	-2%	7.3%	35	26
CN1C(=O)c2ccccc2C(C(=O)NCC2CCCO2)C1c1c[nH]c2ccccc12 (centres undefined)	23%	0.6%	i	9	10%	-1.9	1251	i	0.9	-4%	1.2%	-19	33
COc1cc2[nH]c(Cl)c([N+](=O)[O-])c2cc1OC	12%	1.6%	i	49	17%	0.5	1428	i	0.2	-4%	-1.4%	.	.
CC(C)CCNC(=O)c1cc([N+](=O)[O-])ccc1N1CCOCC1	-1%	-0.2%	i	33	3%	-2.3	1046	i	0.7	4%	0.9%	-3	1
COc1cccc(CNC(=O)CC2C(=O)NCCN2Cc2ccoc2)c1OC (centres undefined)	7%	0.7%	i	49	6%	-0.2	1007	i	0.5	-11%	-1.8%	-4	2
CCCOCC1CC2(SC(=Nc3ccc(C)cc3)NC2=O)C(=O)O1 (centres undefined)	0%	0.4%	i	20	4%	.	.	i	0.8	-3%	0.1%	-3	-7
CCOC(=O)c1sc(S(C)(=O)=O)c2c1CC(C)(C)C/C2=N/O	11%	-0.7%	i	39	.	1.5	1103	i	0.6	-2%	.	.	.
CCO[C@@H]1OC(C(=O)Nc2ccccc2)=C[C@H](c2ccc3c(c2)OCO3)[C@H]1CCCO	5%	0.1%	i	37	7%	-3.6	1153	i	1.2	-7%	2.2%	-1	10
O=C(NC1CCCCCC1)c1c(F)c(F)c(F)c(F)c1F	3%	-0.1%	i	27	6%	1.5	1143	i	0.5	2%	1.3%	6	-5
O=C1C2C3C=CC(CC3)C2C(=O)N1c1ccc2c(c1)OCO2 (centres undefined)	19%	0.1%	i	48	14%	-2.0	1203	i	0.4	9%	0.4%	-7	-7
COC(=O)C1=C(C)N(Cc2ccccc2)C(=NCCCCO)N[C@H]1c1ccccc1	51%	-0.7%	i	26	.	.	.	.	.	-5%	0.1%	.	.
O=S(=O)(Nc1nc2ccccc2nc1N1CCN(c2ccccc2F)CC1)c1ccc(Cl)cc1	10%	-0.7%	i	26	2%	.	.	i	2.9	-13%	13%	39	17
Cc1ccc(NC(=O)N/C=C/c2ccco2)cc1	22%	0.0%	i	7	10%	-0.1	998	i	1.0	11%	-0.9%	-1	-3
Cc1nnc(-c2cnn(-c3ccccc3)c2N)n1Cc1cccc(C(F)(F)F)c1	1%	-0.9%	i	16	8%	.	.	i	0.9	-11%	10%	14	25
Nc1cc(=O)[nH]c(SCC(=O)Nc2cccnc2Cl)n1	7%	0.6%	i	20	0%	.	.	i	0.4	-5%	1.9%	.	.
Nc1ccc(NC(=O)NC2CCCCC2)cc1	10µM*	0.3%	i	44	?	1.1	974	i	0.3	8%	-2.1%	-21	-16
O=C(NCc1ccncc1)c1nnc(Cc2c(F)cccc2Cl)o1	-4%	-1.1%	i	18	4%	-0.4	742	i	1.1	-6%	0.2%	49	4
COc1ccccc1-n1c(SCC(=O)N2CCCCC2)nc2cccnc21	3%	1.0%	i	62	6%	3.5	806	i	1.2	8%	1.0%	-3	-4
COCCCn1c(=N)c(C(=O)NCc2ccc3c(c2)OCO3)cc2c(=O)n3ccccc3nc21	4%	-1.2%	i	46	9%	-0.2	636	i	0.5	-9%	-0.1%	8	-16
CCCCN=c1sc(C(=O)OC)cc(=O)n1CCCC	3%	0.6%	i	14	2%	0.5	1405	i	3.9	1%	-0.2%	4	6
CN(NC(=O)Nc1ccc(Cl)cc1)c1c(Cl)c(Cl)nn1C	13%	0.1%	i	53	8%	-1.5	1034	i	0.1	8%	3.6%	5	-11
Cc1ccc(S(=O)(=O)N2CCCCC2CCNC(=O)C(=O)NCc2ccccc2C)cc1 (centres undefined)	10%	.	i	38	17%	.	.	i	1.0	-3%	-1.0%	.	.
CC(=O)Nc1ccc(NC(=O)C2CC(=O)N(c3ccccc3Cl)C2)cc1 (centres undefined)	1%	0.8%	i	63	3%	-0.6	977	i	0.3	1%	0.3%	-8	2
Brc1ccc(Nc2ncnc3[nH]ncc23)cc1	13%	0.3%	i	16	.	1.1	1240	i	0.7	-9%	.	.	.
O=C(NC1CC1)C1=C[C@H](c2c[nH]c3ccccc23)C[C@H](OCc2ccc(CO)cc2)O1	16%	0.1%	i	14	12%	0.2	1374	i	2.2	3%	3.7%	.	.
C=CCNC(=O)C1CC(=O)N(c2ccc(OCC(=O)Nc3ccc(CC)cc3)cc2)C1 (centres undefined)	8%	-0.1%	i	63	8%	.	.	i	0.7	-2%	0.8%	.	.
COc1cccc(Nc2cc(C)c3ccccc3n2)c1	18%	-1.5%	i	21	8%	.	.	i	1.0	7%	52%	.	.
O=[N+]([O-])c1ccc(NCc2ccc(Cl)cc2)nc1	3%	-0.9%	i	4	9%	-0.5	1079	i	0.5	5%	0.7%	.	.
CCN1CCN(S(=O)(=O)c2cc(C(=O)O)ccc2Cl)CC1	9%	0.8%	i	22	4%	0.7	1303	i	0.6	2%	1.3%	.	.
CCn1cc(Cl)c(C(=O)Nc2ccc(OC)c(OC)c2)n1	7%	-0.2%	i	46	11%	0.5	1055	i	0.6	1%	1.0%	-7	-5
O=C(Oc1ccccc1[N+](=O)[O-])c1cccnc1	9%	.	i	56	-8%	-1.3	1332	i	1.3	21%	2.3%	-13	6
CSc1ccc(/C=C(/NC(=O)c2ccccc2)C(=O)NCCN2CCOCC2)cc1	28%	0.0%	i	5	3%	.	.	i	1.5	-5%	0.2%	.	.
c1ccc(COc2ccc(Oc3nc(N4CCCCC4)nc(N4CCOCC4)n3)nn2)cc1	-2%	0.9%	i	31	19%	0.7	1025	i	4.9	8%	0.7%	17	0
Cc1ccc(S(=O)(=O)c2nc(-c3ccc(F)cc3)oc2SCC(N)=O)cc1	-2%	-0.4%	i	31	9%	3.1	475	i	0.5	-1%	1.1%	7	0
O=C(CCCCCN1C(=O)CCC1=O)Nc1ccc(Br)cc1F	1%	1.1%	i	32	8%	.	.	i	0.6	-12%	0.5%	9	10
COC(=O)c1ccc(NC(=O)CSC2=Nc3ccccc3C3CC=NN23)cc1 (centres undefined)	-3%	0.1%	i	24	13%	.	.	i	1.3	-10%	0.1%	10	11
Nc1nnc(/C=C/c2ccccc2)s1	26%	0.4%	i	42	5%	-1.2	1071	i	0.0	1%	2.0%	8	-3
CCOc1ccc(-c2onc(C(F)(F)F)c2-c2cscn2)c(O)c1	3%	-1.0%	i	54	8%	-3.9	1199	i	5.1	-3%	.	17	15
COc1ccc(-c2cc(=O)oc3c(C)c(O)ccc23)cc1	7%	?	i	54	10%	.	.	i	0.3	-7%	2.8%	.	.
CC1(C)CC2CC(C)(CN2S(=O)(=O)c2cccc(C(=O)OCC(=O)NC(N)=O)c2)C1 (centres undefined)	7%	.	i	46	0%	.	.	i	1.0	-3%	0.6%	.	.
Cc1nnc(SCCc2ccccc2)[nH]c1=O	14%	0.3%	i	54	-11%	-1.3	1178	i	3.1	-8%	3.4%	-2	8

Given as labelled records: entries from further up
COc1ccc(-c2cc(=O)oc3c(C)c(O)ccc23)cc1
  Large T inhibition: 7%; West Nile virus CPE: ?; T cell modulator: i; T cell modulator vesicle-bound %: 54; Rac1 GTP hydrolysis: 10%; bCat nuc transl: .; bCat nuc transl cell count 5 µM: .; Myeloid diff 2: i; Myeloid diff 2 GFP+ MAC1+ %: 0.3; PhoP inhibition: -7%; RSV CPE inhibition: 2.8%; WT yeast gro inh: .; WT yeast gro inh mutant strain: .
CC1(C)CC2CC(C)(CN2S(=O)(=O)c2cccc(C(=O)OCC(=O)NC(N)=O)c2)C1 (centres undefined)
  Large T inhibition: 7%; West Nile virus CPE: .; T cell modulator: i; T cell modulator vesicle-bound %: 46; Rac1 GTP hydrolysis: 0%; bCat nuc transl: .; bCat nuc transl cell count 5 µM: .; Myeloid diff 2: i; Myeloid diff 2 GFP+ MAC1+ %: 1.0; PhoP inhibition: -3%; RSV CPE inhibition: 0.6%; WT yeast gro inh: .; WT yeast gro inh mutant strain: .
Cc1nnc(SCCc2ccccc2)[nH]c1=O
  Large T inhibition: 14%; West Nile virus CPE: 0.3%; T cell modulator: i; T cell modulator vesicle-bound %: 54; Rac1 GTP hydrolysis: -11%; bCat nuc transl: -1.3; bCat nuc transl cell count 5 µM: 1178; Myeloid diff 2: i; Myeloid diff 2 GFP+ MAC1+ %: 3.1; PhoP inhibition: -8%; RSV CPE inhibition: 3.4%; WT yeast gro inh: -2; WT yeast gro inh mutant strain: 8
